# AmpC inh detg = blocks E. coli AmpC beta-lactamase in detergent assay | AmpC hydrolysis of nitrocefin, absorbance 480 nm, 0.01% Triton | Potency, µM (top dose mostly 114 µM), for inactives: top-dose activity change, negative = inhibition, usual class: inhibitors | 370,000 tested, 0.041% active;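 further: potency means the concentration at half of the fitted maximal effect; 0% = no-compound wells and -100% = no-enzyme wells; nearly all actives have a fitted effect of over 25% in size; some results filed as inactive show a strong effect at the top dose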
# Target sequence (P00811 whole entry, looked up): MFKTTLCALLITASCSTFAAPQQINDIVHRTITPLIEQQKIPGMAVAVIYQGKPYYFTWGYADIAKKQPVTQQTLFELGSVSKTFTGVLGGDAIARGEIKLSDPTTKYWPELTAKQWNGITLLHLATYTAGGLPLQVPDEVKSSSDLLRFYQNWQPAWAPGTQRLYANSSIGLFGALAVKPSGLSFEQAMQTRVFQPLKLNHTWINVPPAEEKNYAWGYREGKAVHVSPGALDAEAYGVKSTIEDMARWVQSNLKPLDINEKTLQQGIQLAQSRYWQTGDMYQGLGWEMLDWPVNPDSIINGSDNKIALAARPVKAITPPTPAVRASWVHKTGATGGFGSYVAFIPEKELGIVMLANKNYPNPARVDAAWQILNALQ
#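 20 mM phosphate pH 7.0 + 0.01% (detergent screen) or 0.0001% Triton X-100; 5.3 nM AmpC reagent; cpd preinc 15 min RT; nitrocefin (800 uM stock) to start; A480 q20 s × 4 min; Activity was normalised to no-enzyme and no-compound control wells.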
# AMA1 RON2 block = AMA1-RON2 (P. falciparum) interaction inhibition; AlphaScreen AMA1-biotinylated RON2 peptide binding; Potency, µM (titrated, usually from 58.2 µM), for the others: at the highest dose activity change, negative = inhibition, most hits filed as inhibitors; 360,000 tested, 0.2% active;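 further: potency means the concentration at half of the fitted maximal effect; 0% = vehicle wells and -100% = peptide control; nearly all actives have a fitted effect of over 45% in size; some results filed as inactive show a strong effect at the top dose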
#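 AMA1 (3D7) with his tag at 25 nM final met compounds first, then biotinylated RON2 peptide at 25 nM; detection used donor plus acceptor beads, 10 µg/mL apiece, read by AlphaScreen after 30 min at room temperature.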
# LmPK inh = LmPK (Leishmania mexicana) enzyme inhibition; purified LmPK, Kinase-Glo ATP luminescence, 1 h; Potency, µM (doses to about 57.5 µM), without a hit: at the top dose activity change, negative = inhibition, most hits filed as inhibitors; 290,000 tested, 0.37% active; further: potency means the concentration at half of the fitted maximal effect
# Target sequence (Q27686 whole entry, looked up): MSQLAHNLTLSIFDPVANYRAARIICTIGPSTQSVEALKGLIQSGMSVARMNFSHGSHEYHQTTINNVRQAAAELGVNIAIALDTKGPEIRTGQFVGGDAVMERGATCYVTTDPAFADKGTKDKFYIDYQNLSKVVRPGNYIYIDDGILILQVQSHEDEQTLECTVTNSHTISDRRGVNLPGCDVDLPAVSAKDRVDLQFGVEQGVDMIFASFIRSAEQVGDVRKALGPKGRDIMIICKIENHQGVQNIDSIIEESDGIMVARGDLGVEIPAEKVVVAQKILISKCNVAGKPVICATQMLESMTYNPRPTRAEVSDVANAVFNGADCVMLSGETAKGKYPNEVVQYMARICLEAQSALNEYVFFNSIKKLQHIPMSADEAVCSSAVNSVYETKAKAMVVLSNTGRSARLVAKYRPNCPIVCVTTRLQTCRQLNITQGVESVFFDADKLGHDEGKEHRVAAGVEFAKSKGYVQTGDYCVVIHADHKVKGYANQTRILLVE
#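 0.1 nM LmPK, 0.5 mM PEP, 0.1 mM ADP; 50 mM imidazole pH 7.2, 7 mM MgCl2, 50 mM KCl; 1 h RT. Kinase-Glo luminescence readout, normalized to no-enzyme (full inhibition) and uninhibited wells.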
# TbPYK inhibitor = blocks Trypanosoma brucei pyruvate kinase; Potency, µM (series often up to 76.8 µM), for inactives: at the highest dose activity, negative = inhibition, hits mostly inhibitors; Q57TT1; 410,000 tested, 0.12% active; TbPYK enzyme, Kinase-Glo Plus ATP luminescence, 45 min; further: potency means the concentration at half of the fitted maximal effect; nearly all actives have a fitted effect of over 50% in size
#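 Luminescence from Kinase-Glo Plus, added after a 45-minute room-temperature reaction, served as the end-point read-out. The enzyme and substrate were preincubated with compound before ADP (130 uM final) initiated turnover. Concentration-effect curves came from normalized qHTS data.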
# HCV inh = HCV inhibition; Huh7.5.1 HCVcc-Cre infection, luciferase reporter, 44 h; Potency, µM (titrated, usually from 41.8 µM), without a hit: at the top dose activity change, negative = inhibition, most hits filed as inhibitors; 340,000 tested, 3.4% active; AID 651820; further: potency means the concentration at half of the fitted maximal effect
#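 HCVcc-Cre virus at an moi near 0.5 was added right after compound to cells cultured 4 h from seeding (1,000 cells/well). Luciferase activity was determined 44 h later, 15 min after substrate addition at RT.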
# AmpC no deterg = AmpC beta-lactamase inhibition without detergent; AmpC nitrocefin hydrolysis, absorbance 480 nm, 0.0001% Triton; 330,000 tested, 0.52% active; Potency, µM (doses to about 57.1 µM), for inactives: at the highest dose activity change, negative = inhibition, usual class: inhibitors; AID 485341; P00811;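 further: potency means the concentration at half of the fitted maximal effect; plate controls were no compound for no effect and no enzyme for full effect; nearly all actives have a fitted effect of over 20% in size; some results filed as inactive show a strong effect at the top dose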
#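 20 mM phosphate pH 7.0 + 0.01% (detergent screen) or 0.0001% Triton X-100; 5.3 nM AmpC reagent; cpd preinc 15 min RT; nitrocefin (800 uM stock) to start; A480 q20 s × 4 min; Activity was normalised to no-enzyme and no-compound control wells.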
# HCMV antiviral = inhibitors of human cytomegalovirus; HFF cells, HCMV-luciferase reporter, 72 h; hits give low values; activity change, negative = inhibition, % at 57.5 µM; 410,000 tested, 4.5% active; AID 1259415; in the data active means activity change below about -60%; inconclusive means no clear call, values can overlap the other calls; inactive means above about -39%
#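 After 16 h attachment at 37C, HFF cells received test compound and HCMV-luciferase (1 PFU/cell); reporter luminescence read 72 h later, data normalized against buffer-only and known inhibitor Salinomycin.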
# Starred values were filed as active, the others as inactive; ? = inconclusive; . = not tested or not shown; [ ] = dose if it differs, or a comment. Unless noted, the call rests on the fitted dose curve; in most records, active means well fitted curve in the direction sought with a large enough effect; inconclusive means small, poorly fitted or top-dose-only effect, or another doubt; inactive means no such curve, though single readings can be large; an effect the other way counts as inactive or inconclusive. Unless noted, on the % scale 0 is the no-effect control and ±100 the full control effect.
SMILES,AmpC inh detg,AMA1 RON2 block,LmPK inh,TbPYK inhibitor,HCV inh,AmpC no deterg,HCMV antiviral
CCOC(=O)Cc1c(C)nc2c(-c3ccc(Cl)cc3)c(C(F)(F)F)nn2c1C,9%,.,.,3%,.,.,-22
Cc1nc2sc(C(c3ccc(Cl)cc3)N3CCN(C(=O)c4ccco4)CC3)c(O)n2n1 (stereo not drawn),-3%,4%,1%,2%,10%,125%[activator],-6
CC(C)(C)c1ccc(C(=O)OC/C(O)=C(\C#N)c2nc3ccccc3s2)cc1,-3%,14%,6%,5%,-5%,-34%,11
COc1ccc(S(=O)(=O)Nc2cccc3c2O[C@H](CN(C)C(=O)Nc2ccccc2)[C@@H](C)CN([C@H](C)CO)C3=O)cc1,.,-1%,.,2%,-2%,203%[activator],-29
Cn1nnc2c(N3CCN(c4ccccc4F)CC3)ncnc21,1%,.,.,-5%,.,.,-9
Nc1nc(SCc2ccc(Cl)cc2Cl)c2ncn(C3OC(CO)C(O)C3O)c2n1 (stereo not drawn),.,-5%,.,5%,-2%,.,-20
Cc1ccc(Cl)cc1NC(=O)Cc1ccc(-n2c(C)nc3cccnc32)cc1,10%,.,.,6%[15.4 µM],.,.,0
Cc1c(NS(=O)(=O)c2cccc(C(=O)NC(C)c3ccccc3)c2)c(=O)n(-c2ccccc2)n1C (stereo not drawn),.,-10%,.,4%,2%,.,5
Cn1nnc2cc(C(=O)N3CCSCC3)ccc21,-1%,52%[activator],3%,-6%,5%,-6%,-10
CC(=O)Nc1cccc(NC(=O)c2cc([N+](=O)[O-])ccc2N2CCCCC2)c1,-2%,-1%,.,-7%,?,-53%,-15
COC(=O)C1=C(c2ccc(C(C)=O)cc2)C[C@@H]2CC[C@H]1N2C(=O)NCc1ccc(C(F)(F)F)cc1,-3%,-3%,.,2%,-17%,79%[activator],.
Cc1cc(C)c(NC(=O)Cn2c(=O)n(CC(=O)NCc3ccccc3Cl)c(=O)c3sccc32)c(C)c1,16%,.,.,2%,.,.,-2
O=C(O)CN(Cc1ccco1)S(=O)(=O)c1ccc(F)cc1,-13%,3%,1%,1%,4%,-20%,7
O=C(Cc1ccccc1)Nc1ccnn1C1CCN(Cc2ccc(CO)o2)CC1,?,17%,1%,2%,-2%,-3%,36
Cc1ccnc(NCc2cc(Cl)cc(Cl)c2O)c1,.,2%,.,-4%,.,.,27
O=C(OCc1ccc(Br)cc1)c1ccncc1,2%,12%,5%,3%,26%,7%,16
CC(C)Sc1nc(C(F)(F)F)cc(=O)n1-c1ccccc1,-3%,5%,0%,9%,-18%,-2%,3
CCCn1ncc(CN2CCC(C(=O)Nc3cccc(-c4cccc(F)c4)c3)CC2)c1C,?,-1%,0%,-2%,?,141%[activator],-65*
CCc1ccc(NC(=O)CCCn2nc(C)c3c(C)n(-c4ccccc4)nc3c2=O)cc1,2%,.,.,4%,.,.,?
CCCNC1=C(N(C(C)=O)c2cccc(F)c2)C(=O)c2ccccc2C1=O,-4%,-19%,-5%,11%,7.9µM*,3%,-100*
COn1c(SC(C)C)nc2ccccc2c1=O,6%,5%,1%,-9%,-17%,-5%,-9
Cc1cccc(OCC(=O)NCCCNC(=O)c2ccco2)c1,1%,2%,-5%,3%,23%,-3%,-11
CCOc1cc(C2c3c(-c4ccccc4)n[nH]c3C(=O)N2c2ccc(C(=O)O)cc2)ccc1O (stereo not drawn),-8%,-9%,4%,-4%,4%,-21%,1
CC(c1ccccc1)n1c(SCC(=O)N2CC(=O)Nc3ccccc32)nc2ccccc2c1=O (stereo not drawn),5%,17%,2%,-4%,?,-10%,-81*
CCCNC(=O)C1(C)CCCN(C(=O)COc2ccc(C(C)(C)C)cc2)C1 (stereo not drawn),.,37%[activator],.,1%,.,.,4

# Part of the list above, with values under each structure.
# Fields: AmpC inh detg	AMA1 RON2 block	LmPK inh	TbPYK inhibitor	HCV inh	AmpC no deterg	HCMV antiviral
> COc1ccc(S(=O)(=O)Nc2cccc3c2O[C@H](CN(C)C(=O)Nc2ccccc2)[C@@H](C)CN([C@H](C)CO)C3=O)cc1
→ .	-1%	.	2%	-2%	203%[activator]	-29
> Cn1nnc2c(N3CCN(c4ccccc4F)CC3)ncnc21
→ 1%	.	.	-5%	.	.	-9
> Nc1nc(SCc2ccc(Cl)cc2Cl)c2ncn(C3OC(CO)C(O)C3O)c2n1 (stereo not drawn)
→ .	-5%	.	5%	-2%	.	-20
> Cc1ccc(Cl)cc1NC(=O)Cc1ccc(-n2c(C)nc3cccnc32)cc1
→ 10%	.	.	6%[15.4 µM]	.	.	0
> Cc1c(NS(=O)(=O)c2cccc(C(=O)NC(C)c3ccccc3)c2)c(=O)n(-c2ccccc2)n1C (stereo not drawn)
→ .	-10%	.	4%	2%	.	5
> Cn1nnc2cc(C(=O)N3CCSCC3)ccc21
→ -1%	52%[activator]	3%	-6%	5%	-6%	-10
> CC(=O)Nc1cccc(NC(=O)c2cc([N+](=O)[O-])ccc2N2CCCCC2)c1
→ -2%	-1%	.	-7%	?	-53%	-15

# A few values from the results shown.
# Reading of Cc1ccc(Cl)cc1NC(=O)Cc1ccc(-n2c(C)nc3cccnc32)cc1 in AmpC inh detg: 10%
# Reading of Cc1cccc(OCC(=O)NCCCNC(=O)c2ccco2)c1 in HCV inh: 23%

# Remaining list, next part:
SMILES,AmpC inh detg,AMA1 RON2 block,LmPK inh,TbPYK inhibitor,HCV inh,AmpC no deterg,HCMV antiviral
CCc1ccccc1S(=O)(=O)Cc1ccc(C(=O)NC2CCCC2)o1,0%,-1%,-6%,4%,7%,0%,-5
CCOC(=O)N/N=C\c1ccc([N+](=O)[O-])o1,?,-2%,1%,-9%,?,-29%,?
CC(C)C[C@@H]1COc2cc(N(C)CCO)ccc2S(=O)(=O)N1,.,2%,.,?,.,.,5
COc1ccccc1Cc1c(-c2ccc(OC)c(OC)c2)nc2c3ccccc3ccn12,.,-22%,.,-1%,.,.,?
COc1ccc(C(=O)N2CCN(Cc3ccccc3C)CC2)cc1OC,-8%,-12%,-9%,-16%,-16%,32%,29
c1ccc(OCCOc2ccccc2-c2nnco2)cc1,?,11%,1%,6%,5%,-6%,30
CN(Cc1ccccc1)S(=O)(=O)c1ccc(Cl)c(C(=O)NCc2cccnc2)c1,-13%,-4%,.,-1%,?,2%,-26
Cc1ccccc1-n1ncc2c1CC(C)(C)CC2NC(=O)CCn1cncn1 (stereo not drawn),-14%,3%,-7%,-8%,1%,-7%,-3
O=C(NCc1ccco1)C1CCCN(S(=O)(=O)c2ccc(Br)cc2)C1 (stereo not drawn),0%,1%,3%,-5%,1%,6%,?
CCCc1ncc(C(O)c2cccc(OC)c2OC)n1C (stereo not drawn),-12%,3%,4%,-12%,6%,-1%,7
CCOC(=O)c1cc2c(=O)c3ccccc3oc2nc1C,0%,11%,-4%,-1%,3%,-15%,82
CC(=O)NC(Cc1ccccc1)C(=O)OCC(=O)c1ccc(Br)cc1 (stereo not drawn),-1%,-11%[11.6 µM],0%,-6%,2%,33%,-3
CCOC(CNC(=O)c1cccn2c(=O)c3c(C)c(C)sc3nc12)OCC,-4%,4%,-3%,-8%,2%,11%,?
COc1ccc(CNc2nc3c(c(=O)n(C)c(=O)n3C)n2Cc2ccccc2Cl)cc1,1%,.,.,-3%,.,.,3
O=C(NNC(=O)c1c(O)c2ccccc2[nH]c1=O)c1ccccc1Br,-5%,8%,-2%,-2%,-5%,-11%,-3
O=C(CCC(=O)N(c1ccccc1)C(C(=O)NC1CCCC1)c1ccncc1)Nc1cccnc1 (stereo not drawn),-11%,-16%,-3%,-8%,4%,-9%,2
COC(=O)c1ccccc1S(=O)(=O)N1CCC(C(=O)OC(C)C(=O)N(C)Cc2ccccc2)CC1 (stereo not drawn),.,8%,.,-1%,-4%,.,-6
CC(C)(C)c1ccc(NC(=O)N2CCCN(c3ccc([N+](=O)[O-])cn3)CC2)cc1,3%,-15%,-1%,-6%,-76%,-22%,-73*
COc1ccc(NCC(=O)N/N=C/c2cc([N+](=O)[O-])ccc2N2CCCC2)cc1,-12%,27%,-1%,-30%,?,-41%,-7
Cn1c(=O)c2c(ncn2CC(=O)OCC(=O)Nc2ccc(Cl)cc2)n(C)c1=O,2%,-4%,0%,5%,24%,-10%,26
CC(C)COC(=O)c1ccccc1N1C(=O)C2C3CCC(C3)C2C1=O (stereo not drawn),?,-16%,-2%,-8%,34%[activator],-3%,12
Nc1nonc1-n1nnc(C(=O)N/N=C/C2CC=CCC2)c1CSc1ccccc1 (stereo not drawn),-5%,67%[activator],2%,-3%,18%,-49%,-14
COc1ccc(-c2nc3c(c(=O)n(C)c(=O)n3C)n2CC2CC(c3ccccc3)=NO2)cc1OC (stereo not drawn),.,43%[activator],.,-1%,5.6µM*,.,4
Clc1ccc(Sc2cnc3ccccc3n2)cc1,4%,95%[activator],-1%,-1%,3%,.,-8

# Screening results (PubChem)
